# Pf Dd2 inh – P. falciparum Dd2 growth inhibitors, primary screen, SYBR Green fluorescence, single dose replicates; 72 h; hits give low values; activity change, % at 10 µM; actives 2.3% (n = 94,000); in the data active = activity change below about -80%
# Tcruzi prolif – T. cruzi intracellular proliferation inhibitors, primary screen, cell-based, beta-gal Tulahuen parasites, NIH3T3 host, luminescence | T. cruzi beta-gal in NIH3T3, GalScreen luminescence, 90 h | inhibition, % at 8.34 µM | actives 5.9% (n = 77,000) | AID 624255, 2012;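 active = mean inhibition above about 93%, with at least 55% of replicates each passing it, limit read from the data, passing the limit was not always enough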
# KDM4C inh – inhibitors of GASC-1 (KDM4C) histone demethylase, primary screen, biochemical, single concentration HTS | inhibition, % at 12.5 µM | GST-KDM4C 2-372, H3K9me3 peptide, LANCE TR-FRET | AID 720574, 2013 | actives 0.15% (n = 96,000) | Lysine-specific demethylase 4C (Homo sapiens), Q9H3R0;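 active = mean replicate inhibition above about 25%, with at least 55% of replicates also reaching it, limit read from the data, passing the limit was not always enough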
# Target sequence (Q9H3R0 2-372 limits assumed): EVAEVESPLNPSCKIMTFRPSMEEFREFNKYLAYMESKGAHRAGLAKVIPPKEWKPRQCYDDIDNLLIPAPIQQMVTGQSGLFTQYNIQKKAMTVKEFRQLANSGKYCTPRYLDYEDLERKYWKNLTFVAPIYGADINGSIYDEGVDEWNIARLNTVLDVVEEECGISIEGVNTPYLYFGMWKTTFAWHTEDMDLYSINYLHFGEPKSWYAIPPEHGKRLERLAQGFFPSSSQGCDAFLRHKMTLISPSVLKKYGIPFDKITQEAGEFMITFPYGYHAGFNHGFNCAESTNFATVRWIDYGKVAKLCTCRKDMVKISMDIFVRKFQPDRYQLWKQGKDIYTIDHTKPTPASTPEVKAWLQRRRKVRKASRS
#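 Material: GST-tagged GASC-1 (JMJD2C) catalytic fragment, aa 2-372 / Quantity: enzyme final amount 10 nM / Medium: HEPES buffer, pH 7.5, plus ascorbate / Doses: one test concentration per compound / Incubation: 30 min reaction, 60 min detection, RT / Measured by: LANCE TR-FRET / Read-out: inhibition from TR-FRET ratio decrease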
# C diff growth – C. difficile growth inhibitors, primary screen, HTS; growth activity, negative = inhibition, % at 16 µg/mL (by protocol); actives 0.25% (n = 86,000); Clostridium difficile clinical isolate growth, OD600, 24 h; hits give low values; AID 1259249, 2017;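 active = mean growth activity at or below -80% and every replicate also at or below -80%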;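 note: 0% = DMSO wells and -100% = levofloxacin 16 µg/mL wells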
# * marks the source's active call; other numbers are inactive results; x = not tested or not shown; & = joins results of further samples; ! = a repeat was not active.
SMILES,Pf Dd2 inh,Tcruzi prolif,KDM4C inh,C diff growth
C[C@H](CO)N1C[C@H](C)[C@H](CN(C)C(=O)Cc2ccccc2)OCCCC[C@H](C)Oc2ccc(NC(=O)NC3CCCCC3)cc2C1=O,-12,13,-1.0,-22
OC[C@@H]1[C@@H](c2ccc(C#CC3CCCC3)cc2)[C@@H]2CN(CCC(F)(F)F)CCCCN12,-66,76,-0.2,45
COc1ccc(-c2cnc3c(c2)C(=O)N([C@H](C)CO)C[C@H](C)[C@@H](CN(C)C(=O)C2CCC2)O3)cc1,3,-4,-0.1,2
C[C@H]1CN([C@@H](C)CO)C(=O)c2cccc(NC(=O)Nc3cccc4ccccc34)c2O[C@@H]1CN(C)C(=O)NC1CCCCC1,-31,-1,-2.0,-4
C[C@H](CO)N1C[C@H](C)[C@H](CN(C)S(=O)(=O)c2cn(C)cn2)OCc2cn(nn2)CCCC1=O,-3,5,0.9,x
O=C(Nc1cccc(F)c1)N1CC(=O)N2[C@@H](CO)[C@H](c3ccc(C#CCC4CCCC4)cc3)[C@@H]2C1,13,x,-0.2,6
C[C@H](CO)N1C[C@H](C)[C@H](CN(C)S(=O)(=O)c2ccc(Cl)cc2)Oc2c(NC(=O)c3ccc(-c4nccs4)cc3)cccc2C1=O,-22,-26,-3.3,-4
CCCN(C)C[C@@H]1OCCCC[C@@H](C)Oc2ccc(NS(=O)(=O)c3ccc(OC)cc3)cc2C(=O)N([C@H](C)CO)C[C@@H]1C,-45&-74,20&6,1.5,0
C/C=C/c1ccc([C@H]2[C@@H](CO)N(C(=O)NCCC)[C@@H]2CNC(=O)C2CC2)cc1,2,20,1.6,3
Cc1ccccc1-c1ccc([C@H]2[C@H](CO)N3C(=O)CN(S(C)(=O)=O)C[C@@H]23)cc1,-47,x,0.1,7
CCCC(=O)Nc1ccc2c(c1)C(=O)N(C)C[C@H](OC)[C@H](C)CN(Cc1nccs1)[C@@H](C)CO2,-8,-14,-0.6,x
Cc1ccc(S(=O)(=O)Nc2ccc3c(c2)C(=O)N([C@H](C)CO)C[C@@H](C)[C@H](CN(C)C(=O)CCCN(C)C)OCCCC[C@@H](C)O3)cc1,-4,15,1.6,x
COc1ccc(NC(=O)N(C)C[C@@H]2OCCCC[C@@H](C)Oc3ccc(NC(=O)Nc4ccc(F)cc4)cc3C(=O)N([C@H](C)CO)C[C@H]2C)cc1,-37,88,-1.1,-4
C[C@@H]1CCCCO[C@H](CN(C)S(=O)(=O)c2cccs2)[C@H](C)CN([C@@H](C)CO)C(=O)c2cc(NC(=O)c3ccncc3)ccc2O1,-30,x,0.1,x
COc1ccc(S(=O)(=O)Nc2ccc3c(c2)CC(=O)N([C@@H](C)CO)C[C@H](C)[C@H](CN(C)CC2CC2)O3)cc1,-7,21,-1.4,-3
C[C@H](CO)N1C[C@H](C)[C@@H](CN(C)Cc2ccc(C(=O)Nc3ccccc3N)cc2)Oc2ccc(N(C)C)cc2C1=O,-75,77,4.8,-7
C[C@@H]1CN([C@H](C)CO)C(=O)c2cc(NC(=O)Nc3ccc(C(F)(F)F)cc3)ccc2O[C@H]1CN(C)CC1CCCCC1,-6,-2,0.8,-3
C[C@@H]1CN([C@@H](C)CO)C(=O)c2c(c3ccccc3n2C)-c2ccccc2CO[C@H]1CN(C)Cc1ccc(F)cc1,-50,x,-3.0,51
CCCN1C[C@@H](C)[C@@H](OC)CN(C)C(=O)c2ccc(NC(=O)c3ccc(F)cc3)cc2OC[C@@H]1C,-14,-41,0.5,1
Cc1ccccc1-c1cnc2c(c1)C(=O)N([C@@H](C)CO)C[C@H](C)[C@@H](CN(C)CC1CCCC1)O2,-12,63,4.0,6
O=C(C[C@@H]1CC[C@H](NC(=O)Nc2ccc(C(F)(F)F)cc2)[C@@H](CO)O1)NCc1cc(F)cc(F)c1,-12,8,-2.4,x
COc1ccc2c3c([nH]c2c1)[C@@H](CO)N(Cc1ccc(F)cc1)CC31CN(C(=O)NC(C)C)C1,-61,x,-1.1,9
CN(C)C(=O)C[C@@H]1CC[C@H]2[C@@H](COC[C@@H](O)CN2S(=O)(=O)c2ccccc2Cl)O1,27,37,0.5,-4&-9
CCC(=O)N[C@H]1CC[C@H](CC(=O)NCC2CCCCC2)O[C@@H]1CO,17,-17,6.0,x

# Of the compounds above, these contain two or more sulfur atoms:
SMILES,Pf Dd2 inh,Tcruzi prolif,KDM4C inh,C diff growth
C[C@H](CO)N1C[C@H](C)[C@H](CN(C)S(=O)(=O)c2ccc(Cl)cc2)Oc2c(NC(=O)c3ccc(-c4nccs4)cc3)cccc2C1=O,-22,-26,-3.3,-4
C[C@@H]1CCCCO[C@H](CN(C)S(=O)(=O)c2cccs2)[C@H](C)CN([C@@H](C)CO)C(=O)c2cc(NC(=O)c3ccncc3)ccc2O1,-30,x,0.1,x

# (list continues)
SMILES,Pf Dd2 inh,Tcruzi prolif,KDM4C inh,C diff growth
C[C@H](CO)N1C[C@H](C)[C@@H](CN(C)Cc2cccnc2)Oc2cc(-c3cncnc3)ccc2S1(=O)=O,7,36,-2.2,6
C[C@H]1CN([C@@H](C)CO)S(=O)(=O)c2ccc(-c3cccc(F)c3)cc2O[C@H]1CN(C)CC1CC1,-71,62,-2.9,6
C[C@@H]1CN([C@H](C)CO)S(=O)(=O)c2ccc(-c3ccccc3)cc2O[C@@H]1CN(C)Cc1ccccn1,4,-92,-0.1,-11
Cc1noc(C)c1S(=O)(=O)Nc1cccc2c1O[C@@H](CN(C)S(=O)(=O)c1ccc(Cl)cc1)[C@@H](C)CN([C@H](C)CO)C2=O,-78,-54,-1.5,x
Cc1noc(C)c1S(=O)(=O)Nc1ccc2c(c1)C(=O)N([C@@H](C)CO)C[C@H](C)[C@H](CN(C)C(=O)Nc1ccc(F)cc1)O2,15,-6,2.8,x
C[C@@H]1CCCCO[C@@H](CN(C)Cc2ccccc2)[C@@H](C)CN([C@H](C)CO)C(=O)c2cc(NC(=O)Cc3ccccc3)ccc2O1,-24,60,0.3,-3
C/C=C/c1ccc([C@H]2[C@H]3CN(Cc4ccc(C)cc4)CC(=O)N3[C@H]2CO)cc1,9,x,10,9
COCC#Cc1ccc2c(c1)O[C@H](CN(C)S(=O)(=O)c1ccc(OC)cc1)[C@@H](C)CN([C@H](C)CO)S2(=O)=O,-29,x,-1.7,0
O=C(NCC1CC1)[C@@H]1[C@@H](CO)[C@@H]2Cn3c(ccc(-c4cccc(F)c4)c3=O)[C@@H]2N1CC1CC1,0,66,8.2,5
Cc1noc(C)c1NC(=O)Nc1ccc2c(c1)C(=O)N([C@H](C)CO)C[C@H](C)[C@H](CN(C)Cc1ccccc1)OCCCC[C@@H](C)O2,42,29,-0.6,x
O=C(C[C@@H]1C[C@H]2c3cc(NC(=O)NC4CCCC4)ccc3O[C@H]2[C@@H](CO)O1)NCc1ccccc1F,15,10,1.4,-14
CC(C)CC#Cc1cnc2c(c1)C(=O)N([C@@H](C)CO)C[C@H](C)[C@@H](CN(C)C(=O)Nc1ccccc1F)O2,-48,x,-0.8,-23

# Complete entries, quoted from the list. Order of screens: Pf Dd2 inh, Tcruzi prolif, KDM4C inh, C diff growth
# Profile of Cc1noc(C)c1NC(=O)Nc1ccc2c(c1)C(=O)N([C@H](C)CO)C[C@H](C)[C@H](CN(C)Cc1ccccc1)OCCCC[C@@H](C)O2 : 42, 29, -0.6, x
# Profile of Cc1noc(C)c1S(=O)(=O)Nc1cccc2c1O[C@@H](CN(C)S(=O)(=O)c1ccc(Cl)cc1)[C@@H](C)CN([C@H](C)CO)C2=O : -78, -54, -1.5, x

# Next part
SMILES,Pf Dd2 inh,Tcruzi prolif,KDM4C inh,C diff growth
CCCN(C)C[C@@H]1Oc2cc(-c3ccc(F)cc3)ccc2S(=O)(=O)N([C@@H](C)CO)C[C@@H]1C,-1,x,0.3,6
Cc1ccc(S(=O)(=O)N(C)C[C@H]2OCCCC[C@@H](C)Oc3ccc(NS(=O)(=O)c4cn(C)cn4)cc3C(=O)N([C@H](C)CO)C[C@H]2C)cc1,-35,43,-1.6,2
CCCNC(=O)C[C@@H]1CC[C@@H]2[C@H](COC[C@H](O)CN2Cc2ccccc2F)O1,7,86,-1.0,7&1
C[C@@H]1CN([C@@H](C)CO)C(=O)c2cc(NC(=O)C3CCCCC3)ccc2O[C@@H](C)CCCCO[C@H]1CN(C)Cc1ccc2c(c1)OCO2,-73,87,0.3,2
C[C@@H]1CN([C@@H](C)CO)C(=O)c2cc(NC(=O)Nc3cccc4ccccc34)ccc2O[C@H]1CN(C)Cc1ccncc1,1,-27,-1.2,-8
C[C@H](CO)N1C[C@H](C)[C@H](CN(C)C(=O)Cc2ccccc2)Oc2ncc(C#CC3(O)CCCC3)cc2C1=O,42,-88,1.4,1
C[C@H](CO)N1C[C@H](C)[C@H](CN(C)C(=O)Nc2ccc3c(c2)OCO3)OCCCC[C@H](C)Oc2ccc(NC(=O)CCC(F)(F)F)cc2C1=O,-25,80,0.2,1
O=C(c1ccc(F)cc1)N1CCCCN2[C@H](CO)[C@H](c3ccc(-c4ccccc4)cc3)[C@@H]2C1,-16,-20,-0.3,16
C[C@H](CO)N1C[C@H](C)[C@@H](CN(C)C(=O)c2ccccc2)Oc2ncc(C3=CCCCC3)cc2C1=O,-24,28,2.2,-7
O=C(C[C@H]1CC[C@@H](NC(=O)C2CCC2)[C@@H](CO)O1)NC1CCCCC1,x,x,0.2,1
C[C@H](O)C#Cc1cnc2c(c1)C(=O)N([C@@H](C)CO)C[C@@H](C)[C@@H](CN(C)CC1CCOCC1)O2,36,x,0.1,4
O=C(C[C@@H]1CC[C@H]2[C@@H](COC[C@@H](O)CN2S(=O)(=O)c2ccccc2)O1)NCc1ccc(-c2ccccc2)cc1,-12,22,-0.1,43&-17
CO[C@H](CN(C)S(=O)(=O)c1ccc(C)cc1)[C@H](C)CN(Cc1ccccc1Cl)[C@H](C)CO,-32,85,-0.5,x
C[C@H](CO)N1C[C@H](C)[C@@H](CN(C)S(=O)(=O)c2cn(C)cn2)Oc2c(NC(=O)NC3CCCCC3)cccc2C1=O,20,-50,0.5,x
CNC[C@@H]1Oc2ncc(-c3ccccc3C)cc2C(=O)N([C@H](C)CO)C[C@H]1C,x,24,-0.8,6
O=C(Nc1cc(F)ccc1F)N1C[C@H]2[C@@H](c3ccccc31)[C@H](CO)N2CC1CCCC1,-47,50,-3.2,14
COCC(=O)Nc1ccc2c(c1)[C@H]1C[C@@H](CC(=O)NCc3ccccc3OC)O[C@@H](CO)[C@H]1O2,-12,7,-0.7,-3
CN1C(=O)c2cc(NC(=O)Cc3cccs3)ccc2OC[C@H]2O[C@H](CC(=O)NCc3ccc(-c4ccccc4)cc3)CC[C@H]21,-5,6,-2.4,6
C[C@H]1CN([C@@H](C)CO)C(=O)c2cc(Br)cnc2O[C@H]1CN(C)Cc1ccc(Oc2ccccc2)cc1,-4,x,2.3,14
O=C(NCCc1ccccc1)[C@@H]1N[C@@H]2c3ccc(-c4ccc(F)cc4)c(=O)n3C[C@@H]2[C@H]1CO,-24,x,-1.9,3
CNC[C@H]1Oc2ccc(N(C)C)cc2CC(=O)N([C@@H](C)CO)C[C@H]1C,45,-20,x,2
C[C@@H]1CN([C@H](C)CO)C(=O)CCCn2nncc2CO[C@H]1CN(C)Cc1ccc(O)cc1,-3&-2,-20&72,0.1,1&-3
Cc1ccccc1S(=O)(=O)N1CC(=O)N2[C@H](C1)[C@@H](c1ccc(C#CCN(C)C)cc1)[C@@H]2CO,-4,x,5.3,-2
COCC#Cc1ccc2c(c1)O[C@@H](CN(C)Cc1ccc(F)cc1)[C@H](C)CN([C@H](C)CO)S2(=O)=O,-70,66,-0.6,0
CCC(=O)Nc1ccc2c(c1)C(=O)N(C)C[C@H](OC)[C@@H](C)CN(C(=O)c1ccncc1)[C@@H](C)CO2,7,8,2.1,x
CS(=O)(=O)Nc1ccc2c(c1)[C@H]1C[C@@H](CC(=O)NCCN3CCCCC3)O[C@@H](CO)[C@H]1O2,25,x,0.0,-8
C[C@H]1CN([C@@H](C)CO)C(=O)CCCn2nncc2CO[C@@H]1CN(C)C(=O)Nc1ccc(N2CCCCC2)cc1,-90*!,8&28,1.3,-3&0
CCCN1[C@@H]2c3ccc(/C=C/c4ccccc4)c(=O)n3C[C@H]1[C@H](CO)[C@H]2C(=O)NCc1ccccn1,0,41,-0.9,1
C[C@@H]1CCCCO[C@H](CN(C)C(=O)Nc2ccc(F)cc2)[C@@H](C)CN([C@H](C)CO)C(=O)c2cc(NS(C)(=O)=O)ccc2O1,14,31,0.0,-12
COc1ccc(-c2ccc([C@H]3[C@H](C#N)N(C(=O)C4CC4)[C@H]3CO)cc2)cc1,-42,78,-1.6,1

# Molecules from the list above with a thiophene ring, fused or not:
SMILES,Pf Dd2 inh,Tcruzi prolif,KDM4C inh,C diff growth
C[C@@H]1CCCCO[C@H](CN(C)S(=O)(=O)c2cccs2)[C@H](C)CN([C@@H](C)CO)C(=O)c2cc(NC(=O)c3ccncc3)ccc2O1,-30,x,0.1,x
CN1C(=O)c2cc(NC(=O)Cc3cccs3)ccc2OC[C@H]2O[C@H](CC(=O)NCc3ccc(-c4ccccc4)cc3)CC[C@H]21,-5,6,-2.4,6
